Screening data (PubChem BioAssay)
TGFb inhibitor: blocks TGF-b signaling; 410,000 tested, 1.2% active; HepG2 CAGA-GFP TGF-b/SMAD3 reporter, GFP fluorescence, 18 h; TGF-beta stimulated, 500 pg/mL final; Potency, µM (top dose mostly 46.1 µM), for inactives: at the top dose activity, negative = inhibition, hits mostly inhibitors; further: potency means the concentration at half of the fitted maximal effect; on the % scale 0 is the no-effect control and ±100 the full control effect; nearly all actives have a fitted effect of over 65% in size
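HEPG2 CAGA-GFP cells (1000/well, DMEM with 1% FBS) were pre-incubated 2 h at 37 degrees C, given compound by pin tool, then stimulated with TGF-beta at 500 pg/mL final for 18 h before per-cell GFP fluorescence imaging.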
Nrf2 ARE act: activates Nrf2 signaling; AREc32 ARE-luciferase reporter (MCF7-derived line), luminescence, 24 h; Potency, µM (highest dose often 46.1 µM), for the others: at the highest dose activation, usual class: activators; 410,000 tested, 0.31% active; AID 624171; further: potency means the concentration at half of the fitted maximal effect; % of control where 0% means no effect; nearly all actives have a fitted effect of over 65% in size
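Reporter line AREc32 (ARE-Fluc), seeded overnight in OPTI-MEM with 5% FBS; compound pin-transferred, 24 hr at 37 deg C, 5% CO2; luminescent read-out.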
CCT chaperon mod: changes cytosolic chaperonin activity; 360,000 tested, 0.3% active; purified chaperonin ATPase assay, HTRF ADP detection, 30 min; activity change, % (test concentration not listed), hits read low; AID 651819; in the data active means activity change below about -30%; further: on the % scale 0 is the no-effect control and ±100 the full control effect
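First, chaperonin was dispensed at 40 nM or 20 nM final depending on batch activity. Next, compounds were pinned at 76 uM and ATP added at 10 uM. After 30 min at 37 °C, ADP detection reagents ran 30 min at ambient temperature.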
Nrf2 block: inhibitors of Nrf2 signaling; 360,000 tested, 2.1% active; Potency, µM (titrated, usually from 46 µM), for the others: at the highest dose activity change, negative = inhibition, most hits filed as inhibitors; A549 ARE-Fluc reporter, luciferase luminescence, 18-24 h; further: potency means the concentration at half of the fitted maximal effect; on the % scale 0 is the no-effect control and ±100 the full control effect; nearly all actives have a fitted effect of over 60% in size
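Reporter: ARE-Fluc in A549. Exposure: 18-24 h, 37 °C, 5% CO2, 5% FBS OPTI-MEM. Readouts: fluorescent cytotoxicity (CellTiter-Fluor), then luminescent Nrf2 signal after BugLite.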
EPAC2 antagonist: EPAC2 (human) antagonism; Q8WZA2; AID 720708; EPAC2 GEF exchange of Rap1B-BODIPY-GDP, fluorescence; Potency, µM (top dose mostly 114 µM), inactives show top-dose activity, negative = inhibition, actives largely listed as inhibitors; 360,000 tested, 0.18% active; further: potency means the concentration at half of the fitted maximal effect; on the % scale 0 is the no-effect control and ±100 the full control effect; nearly all actives have a fitted effect of over 45% in size; many of its hits are not listed in these tables
Target sequence (Q8WZA2 whole entry, looked up): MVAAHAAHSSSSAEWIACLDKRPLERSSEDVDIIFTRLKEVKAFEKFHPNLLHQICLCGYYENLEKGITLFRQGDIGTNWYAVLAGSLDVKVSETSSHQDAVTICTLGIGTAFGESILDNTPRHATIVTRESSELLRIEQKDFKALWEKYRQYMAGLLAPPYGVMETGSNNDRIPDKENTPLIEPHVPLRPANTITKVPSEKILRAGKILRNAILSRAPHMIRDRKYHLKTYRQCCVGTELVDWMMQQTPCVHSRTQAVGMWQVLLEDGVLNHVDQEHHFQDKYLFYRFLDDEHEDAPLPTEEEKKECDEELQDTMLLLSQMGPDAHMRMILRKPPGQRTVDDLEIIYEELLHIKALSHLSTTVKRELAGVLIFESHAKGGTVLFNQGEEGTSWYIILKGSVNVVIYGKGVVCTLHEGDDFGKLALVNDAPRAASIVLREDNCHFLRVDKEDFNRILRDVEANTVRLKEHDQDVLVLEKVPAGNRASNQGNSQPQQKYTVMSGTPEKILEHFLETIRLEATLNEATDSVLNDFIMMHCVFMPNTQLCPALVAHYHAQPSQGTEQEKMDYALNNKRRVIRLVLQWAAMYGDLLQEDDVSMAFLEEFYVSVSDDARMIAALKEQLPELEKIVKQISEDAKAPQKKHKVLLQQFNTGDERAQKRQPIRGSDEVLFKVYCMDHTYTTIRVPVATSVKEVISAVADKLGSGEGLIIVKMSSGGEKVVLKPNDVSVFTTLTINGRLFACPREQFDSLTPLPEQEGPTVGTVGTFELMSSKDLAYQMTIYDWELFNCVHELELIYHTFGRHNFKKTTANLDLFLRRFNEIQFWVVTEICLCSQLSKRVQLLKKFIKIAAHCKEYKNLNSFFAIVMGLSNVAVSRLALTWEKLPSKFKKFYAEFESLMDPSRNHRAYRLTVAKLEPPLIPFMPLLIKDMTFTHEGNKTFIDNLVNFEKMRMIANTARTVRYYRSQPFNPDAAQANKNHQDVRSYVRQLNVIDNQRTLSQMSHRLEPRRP
A549 viability: kills or reduces viability of A549 cells in Nrf2 counter-screen; A549 ARE-Fluc cells, CellTiter-Fluor viability, 18-24 h; Potency, µM (highest dose often 46 µM), for inactives: at the top dose activity change, negative = cytotoxicity, most hits filed as inhibitors; 390,000 tested, 0.16% active; AID 504648; further: potency means the concentration at half of the fitted maximal effect; on the % scale 0 is the no-effect control and ±100 the full control effect
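A549 ARE-Fluc cells in 5% FBS OPTI-MEM, 5000 cells/well, rested 2 h then exposed to compounds in concentration-response for 18-24 h at 37 °C. Viability by CellTiter-Fluor fluorescence (Ex 405/Em 525) after 30 min; luciferase luminescence (BugLite, 15 min, RT) read afterwards.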
EPAC2 agonist: agonists of human EPAC2 (RAPGEF4). EPAC2 activation, biochemical qHTS; response scale: 100% = 6.5 mM cAMP response. Potency, µM (highest dose often 154 µM), inactives show top-dose activation, actives largely listed as activators. 360,000 tested, 0.079% active; further: potency means the concentration at half of the fitted maximal effect; nearly all actives have a fitted effect of over 50% in size
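EPAC2 (100 nM) mixed with Rap1B loaded with BODIPY-GDP (250 nM) plus 50 uM unlabeled GDP; compounds pinned in, 5 min RT, then read every 5 min for 30 min (ex 480, em 540 nm). Normalized to cAMP control.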
MmCpn inh: blocks the Methanococcus maripaludis chaperonin Mm-Cpn. 330,000 tested, 0.031% active. AID 504842. purified Mm-Cpn ATPase, ADP Transcreener TR-FRET. Potency, µM (doses to about 76.9 µM), inactives show at the top dose activity, negative = inhibition, actives largely listed as inhibitors; further: potency means the concentration at half of the fitted maximal effect; on the % scale 0 is the no-effect control and ±100 the full control effect; nearly all actives have a fitted effect of over 80% in size
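Purified archaeal Mm-CPN (25nM final) preincubated 10 min at 37degC with compound, then 10uM ATP for 30 min at 37degC; ADP measured by HTRF Transcreener TR-FRET; buffer 30 mM TRIS pH 7.4, 100mM KCl, 5mM MgCl2, 1mM DTT.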
Akt phos inh: blocks phosphorylation of Akt | 360,000 tested, 0.32% active | activity change, % for hits at 50 µM | AID 651550 | Neuro2A IGF-stimulated pAkt S473 HTRF, 20 min; hits give low values; in the data active means activity change below about -80%; inconclusive means mostly about -51% to -80%; further: on the % scale 0 is the no-effect control and ±100 the full control effect
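Neuro2A cells in DMEM with 0.5% FBS, overnight at 37 deg C, given compound at single 50 µM final, then IGF (6 nM final) for 20 min at 37 deg C. Lysed; phospho-Akt Ser473 by HTRF after 24 h, 665/615 ratio.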
Starred values were filed as active, the others as inactive; i = inactive; ? = inconclusive; nt = no result given; & = joins results of further samples; [ ] = another dose, or the depositor's remark. Unless noted, the call rests on the fitted dose curve; in most records, active means well fitted curve in the direction sought with a large enough effect; inconclusive means small, poorly fitted or top-dose-only effect, or another doubt; inactive means no such curve, though single readings can be large; an effect the other way counts as inactive or inconclusive.

SMILES | TGFb inhibitor | Nrf2 ARE act | CCT chaperon mod | Nrf2 block | EPAC2 antagonist | A549 viability | EPAC2 agonist | MmCpn inh | Akt phos inh
COc1ccc(-n2nnnc2SCC(=O)Nc2cc(OC)c([N+](=O)[O-])cc2C)cc1 | -2% | -1.1% | -2.2 | ? | -2% | -9% | 8% | 2% | i
CCN(C[C@H]1N[C@@](C)(C(=O)OC)[C@H]2C(=O)N(Cc3ccccc3)C(=O)[C@@H]12)S(=O)(=O)c1ccccc1 | 5% | -0.6% | -3.6 | 9% | ? | 8% | -4% | -2% | i
CCOC(=O)Cn1nnnc1C(CC)N(Cc1cccs1)Cc1cc2cc(C)ccc2[nH]c1=O (stereo not drawn) | -17% | 8.5% | -0.1 | nt | 20% | -4% | -13% | 0% | i
Cc1cccc(C)c1OCC(=O)N1CC2(C)CC1CC(C)(C)C2 (stereo not drawn) | -17% | -0.3% | -1.1 | -9% | 3% | -3% | -13% | 2% | i
Cc1nn(CC(=O)NCCc2ccc(Cl)cc2)c(=O)c2cc3cc(F)ccc3n12 | 22% | -0.6% | nt | -8% | nt | -3% | nt | nt | nt
COc1ccc(OC)c(N2CC(O)=C(c3nc4ccccc4s3)C2=N)c1 | -1% | 0.3% | -0.5 | -26% | -5% | -4% | 2% | -7% | i
Cc1[nH]n(-c2ccccc2)c(=O)c1N=Nc1ccc(F)cc1 | 8% | 7.9% | 1.3 | ? | 2% | -8% | 3% | -2% | i
COC(=O)[C@]12CCCCC=C1N(CCC1=CCCCC1)C(=O)[C@H](CC(=O)NCCc1ccccc1OC)C2 | nt | -0.6% | -0.3 | nt | -10% | nt | 5% | nt | i
Cc1ccc(C)c(S(=O)(=O)c2c[nH]c(=S)[nH]c2=O)c1 | -1% | 0.4% | 0.6 | -14% | -5% | -1% | 12% | 2% | i
CC1CCN=C(N)S1 (stereo not drawn) | 10% | -0.3% | -0.9 | -17% | 3% | -4% | 5% | nt | i
O=C(CNS(=O)(=O)c1c(F)cc(F)cc1Br)OCC(=O)N1CCCC1=O | -8% | -0.3% | 0.2 | 29% | 24% | 10% | 8% | -1% | i
CC(C)CC1(C(=O)NCCc2c[nH]c3ccccc23)C=CCN1C(=O)c1ccccc1 (stereo not drawn) | -19% | 0.0% | 0.0 | -5% | -3% | -2% | 10% | -2% | i
Cc1cccc(C)c1NC(=O)CCCSc1nnc(-c2ccco2)n1-c1ccccc1 | 18% | -0.5% | -0.1 | 4% | -9% | 0% | -5% | 1% | i
COc1ccccc1NC(=S)NCc1ccc(Cl)cc1 | 0% | -0.4% | -1.9 | 0% | 6% | 1% | -2% | 1% | i
Cc1ccc(Cc2c(C3CCCCC3)nc3ccc(Br)cn23)cc1 | ? | 1.0% | -2.2 | nt | -1% | nt | 9% | nt | i
CC1=C(C(=O)N2CCCCCC2)CC(CC(=O)NC2CC2)C(=O)N1Cc1ccccc1 (stereo not drawn) | 10% | -0.2% | 1.8 | nt | 6% | nt | 10% | nt | i
CC(C)(C)c1ccc(-c2csc(NNC3=NCCCCC3)n2)cc1 | -6% | 12% | -2.4 | ? | -11% | -23% | 9% | -1% | i
FC(F)(F)c1nc(-c2cccs2)ncc1-c1nnnn1-c1ccc(Cl)cc1 | -10% | -1.6% | 1.5 | 23µM* | 0% | ? | 1% | 0% | i
COc1ccccc1C(=O)COC(=O)Cn1nc(C)c([N+](=O)[O-])c1C | -1% | -0.3% | -0.1 | 24% | 1% | 4% | 5% | 2% | i
COC(=O)C(C)(C)ONC(=O)Nc1ccc(C)cc1 | -8% | -0.2% | -3.2 | ? | -2% | 1% | 7% | 4% | i
Cc1cc(C(=O)C(C)OC(=O)c2ccc(NC(=O)CC#N)cc2)c(C)n1-c1ccccc1 (stereo not drawn) | 6% | 0.6% | 1.5 | 18µM* | -6% | -12% | 13% | -6% | i
NC(N)=NS(=O)(=O)c1ccc(NC(=S)NC(=O)/C=C/c2ccco2)cc1 | 0% | -0.3% | 0.7 | 15% | 7% | -16% | -5% | -2% | i
O=C1CC(c2ccccc2)CC(O)=C1C=NCCN1CCN(C(=S)Nc2cccc(Cl)c2)CC1 (stereo not drawn) | -23% | -0.1% | 1.1 | -14% | 0% | 1% | 10% | 1% | i
Fc1ccc(-c2nnc(-n3nnc4ccccc43)c3ccccc23)cc1 | 0% | -0.8% | -3.2 | -27% | -4% | -9% | 4% | nt | i
Cc1onc(-c2ccccc2Cl)c1C(=O)Nc1nnc(-c2cccc([N+](=O)[O-])c2)s1 | ? | 20% | -0.6 | 4% | -14% | 1% | 8% | 1% | i
SMILES | TGFb inhibitor | Nrf2 ARE act | CCT chaperon mod | Nrf2 block | EPAC2 antagonist | A549 viability | EPAC2 agonist | MmCpn inh | Akt phos inh
CC(=O)N/C(=C\c1ccccc1)C(=O)OC/C=C/c1ccccc1 | 2% | 0.0% | -1.0 | 1% | 5% | 4% | 6% | -1% | i
COc1ccc(NC(=O)C2CC(c3ccc(Cl)cc3)=NO2)cc1 (stereo not drawn) | -17% | 0.1% | -4.8 | 4% | -3% | 0% | 0% | 0% | i
Cc1nnc(SCc2cc([N+](=O)[O-])cc3c2OCOC3)[nH]c1=O | -1% | 0.4% | -1.5 | -11% | 2% | 12% | 16% | -4% | i
CSc1nsc(SCC(=O)Nc2cccc(C(C)=O)c2)n1 | -9% | 18% | 0.0 | -7% | 9%[57.1 µM] | -10% | -9% | -2% | i
CCOC(=O)c1nnn(C(CC)C(=O)Nc2ccc(F)cc2)c1C(=O)OCC (stereo not drawn) | ? | -0.4% | nt | 6% | nt | 1% | nt | nt | nt
N#C/C(=C/c1ccc(-c2cc([N+](=O)[O-])ccc2Cl)o1)C(N)=O | 7% | 14% | 0.6 | ? | 12% | -16% | 0% | 2% | i
CCOC(=O)c1cc(NC(=O)N2CCOCC2)c(C)nc1C | ? | -0.6% | -1.1 | 24% | -1% | -1% | 6% | 2% | i
c1coc(CNc2nc3nonc3nc2NCc2ccco2)c1 | ? | 26% | -2.4 | 7.3µM* | 2% | -18%&14% | -2% | 0% | i
CC(C)n1cc(/C=N\NC(=O)c2cc3c(ccc4ccccc43)o2)c2ccccc21 | -1% | -0.6% | 3.1 | 6% | 3% | 1% | 1% | 0% | i
COCCn1c(SCC(=O)NC(=O)NC2CCCC2)nc2ccccc2c1=O | -9% | -0.2% | 1.9 | 9% | 11% | 1% | -8% | 3% | i
Cc1ccc(-c2nnc(SCC#N)n2N)cc1 | -5% | -0.5% | 2.0 | nt | 23% | 1% | 7% | 3% | i
Cc1ccc(C(=O)CC(Nc2ccc(F)cc2)c2ccccc2)cc1 (stereo not drawn) | -15% | 12% | 1.0 | 3% | -1% | 1% | 2% | -1% | i
CCOc1ccc(-c2nonc2NC(=O)c2oc3ccc(C)cc3c2C)cc1OCC | 13% | -0.3% | nt | -2% | nt | -3% | nt | nt | nt
Cc1ccc(NC(=O)/C(=C\c2cccnc2)NC(=O)c2ccccc2)cc1 | -4% | 0.4% | 0.1 | 14% | 0% | 2% | 1% | 1% | i
CC(C(=O)Nc1ccccc1Br)N1c2cccc3cccc(c23)S1(=O)=O (stereo not drawn) | -26% | 2.7% | 1.0 | ? | -15% | 2% | 3% | -1% | i
CC1CCCCN1Cc1c(O)ccc2c(=O)c(-c3ccccc3)coc12 (stereo not drawn) | -4%&48% | 0.6%&0.0% | 0.3 | 2%&-3% | -5% | 0%&1% | 2% | -7% | i
C/C(N)=C(/C#N)C(=O)COC(=O)CCSc1ccccc1 | 2%&15% | 0.3%&0.4% | -1.1&-1.8 | 3%&-12% | -1%&-1% | -2%&0% | 2%&-6% | 2% | i
CCc1cccc(C)c1NC(=O)CN(C)Cc1ccccc1F | -18% | 0.3% | 0.2 | 20% | -12% | 2% | 2% | -1% | i
CC(=O)OCCCN(C)CC/C=C1/c2ccccc2CSc2ccccc21 | ? | 4.4% | -0.4 | 12% | -9% | -7% | -2% | nt | i
Nc1nnc(SCC(=O)NNC(=O)c2ccc([N+](=O)[O-])cc2)s1 | 8% | 0.0% | 2.4 | 9% | -7% | 3% | 4% | -2% | i
NC(=O)c1ccsc1NC(=O)CN1C(=O)C2CC=CCC2C1=O (stereo not drawn) | 3% | -0.6% | -0.7 | -6% | -3% | -2% | 9% | -1% | i
O=C(NC1CCCCC1)NC1CCN(CC(=O)N2CCOCC2)CC1 | -20% | -0.1% | -1.8 | 4% | -3% | 5% | 13% | -12% | -107%*
Cc1cc(Nc2cccc(Cl)c2)nc2ccc(NC(=O)c3ccc(F)cc3Cl)cc12 | 0% | -0.1% | nt | ? | nt | -19% | nt | nt | nt
O=C(CCCc1ccccc1)Nc1ccnn1C1CCN(Cc2ccccn2)CC1 | 10% | 0.3% | -1.6 | 4% | 14% | -7% | 12% | 0% | i
CCC(=O)N(CCO)Cc1cc2ccc(C)c(C)c2[nH]c1=O | -3% | -0.1% | -2.1 | 0% | -2% | -7% | 3% | -1% | i
N#Cc1cnc(SCC(=O)Nc2ccccc2C(F)(F)F)nc1N | 3% | -0.6% | -0.7 | 7% | -1% | 10% | 12% | 0% | i
Cc1ccc(C)c(S(=O)(=O)N(C)c2ccc(OC(=O)C3CCN(C(=O)Nc4ccccc4)CC3)cc2)c1 | 1% | -0.4% | -0.4 | 13% | -2% | 1% | 9% | nt | i
NC(=S)NN=C1CSSC1 | 10µM* | 10µM* | -0.3 | nt | -22% | nt | -2% | nt | i

Some of the compounds tested (hit frequency here may not be typical).
